H69AR inhibit: proliferation blockers of H69AR lung cancer cells, primary screen, cell-based, human, 86K library | H69AR lung tumor viability, ATP luminescence, 72 h; active compounds read low | viability, % at 10 µM | actives 6% (n = 85,000) | AID 598, 2007;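 active = viability at or below 40%; inactive = viability above 40%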;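 also: multidrug resistant small cell line overexpressing MRP-1 efflux transporter; 100% = mean luminescence of untreated control wells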
ERa coact pot: enhancers of ERα–SRC-1 coactivator binding, primary screen, biochemical, TR-FRET, ERα LBD, low estradiol; TR-FRET ERalpha-LBD/SRC-Cy5 coactivator binding, 2 h; 100 = basal binding, no effect; coactivator binding (% of control), % at 25.6 µM; actives 1.3% (n = 86,000); in the data active = activity above about 200%;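 also: binding measured in presence of low estradiol as agonist stimulus; 0% = peptide alone without receptor and 100% = receptor with peptide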
Target sequence (P03372 whole entry, looked up, the tested form may be a part): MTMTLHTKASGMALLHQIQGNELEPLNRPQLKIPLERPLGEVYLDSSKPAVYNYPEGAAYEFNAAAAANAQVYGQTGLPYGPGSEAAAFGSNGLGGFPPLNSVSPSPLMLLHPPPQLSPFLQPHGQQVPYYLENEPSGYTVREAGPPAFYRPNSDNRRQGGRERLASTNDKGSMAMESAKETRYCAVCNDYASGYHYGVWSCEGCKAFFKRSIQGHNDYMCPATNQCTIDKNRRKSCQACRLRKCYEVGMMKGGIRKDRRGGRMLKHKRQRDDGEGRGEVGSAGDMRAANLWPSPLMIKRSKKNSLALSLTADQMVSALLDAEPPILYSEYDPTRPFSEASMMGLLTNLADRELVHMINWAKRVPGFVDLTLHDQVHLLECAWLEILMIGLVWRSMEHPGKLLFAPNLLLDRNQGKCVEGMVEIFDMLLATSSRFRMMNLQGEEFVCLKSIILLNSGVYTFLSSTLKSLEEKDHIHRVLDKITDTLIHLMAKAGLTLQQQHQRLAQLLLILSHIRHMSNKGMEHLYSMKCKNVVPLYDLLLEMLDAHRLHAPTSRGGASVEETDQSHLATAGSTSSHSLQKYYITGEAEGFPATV
CYP2C19 act: human CYP2C19 activators, primary screen, biochemical, luminescence; Cytochrome P450 2C19 (Homo sapiens), P33261; recombinant CYP2C19, luciferin-H EGE luminescence; active compounds read high; 0 = fully inhibited enzyme, 1 = untreated enzyme; activation factor at 5 µM; 96,000 tested, under 10 active;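 active = activation factor of at least 2 at 5 µM in the primary screen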;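 also: 0 = wells with 2.5 mM tranylcypromine and 1 = vehicle-only wells; values of inactives mirror those of a sister screen read the other way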
Target sequence (P33261 whole entry, looked up): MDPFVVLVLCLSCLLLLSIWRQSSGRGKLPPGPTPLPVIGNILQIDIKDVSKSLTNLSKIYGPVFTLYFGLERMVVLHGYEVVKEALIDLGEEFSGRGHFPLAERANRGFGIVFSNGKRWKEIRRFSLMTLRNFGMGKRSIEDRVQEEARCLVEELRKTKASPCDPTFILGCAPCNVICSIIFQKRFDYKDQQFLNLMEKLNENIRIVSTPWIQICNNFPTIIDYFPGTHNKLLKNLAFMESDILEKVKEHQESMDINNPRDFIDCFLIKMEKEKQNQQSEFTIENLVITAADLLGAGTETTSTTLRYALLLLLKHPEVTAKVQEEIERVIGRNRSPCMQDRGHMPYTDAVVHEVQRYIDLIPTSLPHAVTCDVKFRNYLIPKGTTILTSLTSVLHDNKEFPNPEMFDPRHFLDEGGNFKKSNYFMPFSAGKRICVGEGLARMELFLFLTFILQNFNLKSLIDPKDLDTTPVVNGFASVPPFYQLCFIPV
Fibroblast inh: antiproliferative effect on LL 47 fibroblasts – human, LL 47 cells, CellTiter-Glo luminescence, primary screen. actives 1.1% (n = 85,000). viability, % at 10 µM. LL 47 human lung fibroblast viability, ATP luminescence; active compounds read low. AID 719, 2007;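 active = viability at or below 50% in the single dose screen; inactive = viability above 50%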;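 also: compound exposure lasted 72 h before the ATP readout; 100% = median luminescence of untreated cell-only wells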
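Test system: LL 47 human lung fibroblasts / Incubation: 72 h compound exposure at 37 °C after overnight plating / Technique: luminescent ATP detection, CellTiter-Glo / Compound dosing: 0.1% DMSO in all compound wells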
Mac1 fbg inh: inhibitors of CD11b/CD18 adhesion to fibrinogen, primary screen, K562 cells, luminescence | Integrin beta-2 (Homo sapiens) + Integrin alpha-M (Homo sapiens), P05107+P11215 | ATPlite luminescence; Mn2+ added to activate the integrin | inhibition, % at 10 µM | actives 0.54% (n = 93,000);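 active = primary inhibition of 50% or more at 10 µM, then 40% or more on retest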; also: some results filed as inactive read as strong as hits
CD11b adhes enh: enhancers of CD11b/CD18 adhesion to fibrinogen, primary screen, K562 cells, luminescence | actives 0.07% (n = 93,000) | Integrin beta-2 (Homo sapiens) + Integrin alpha-M (Homo sapiens), P05107+P11215 | AID 1499, 2009 | ATPlite luminescence | activation, % at 10 µM;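 active = 10 µM primary screen giving 50% or more activity, confirmed by 40% or more on retest at that dose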; also: strong numbers were not always called active
ERa SRC1 inh: ERα–SRC-1 coactivator interaction inhibitors, primary screen, biochemical, TR-FRET, ERα LBD, estradiol-bound | Estrogen receptor (Homo sapiens), P03372 | TR-FRET ER-alpha LBD / SRC-1 peptide | inhibition, % at 25.6 µM | actives 1.7% (n = 86,000) | AID 629, 2007; in the data active = inhibition above about 50%;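 also: 0% = receptor plus peptide control and 100% = peptide only without receptor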
HUVEC inhibit: inhibitors of HUVEC proliferation, primary screen, cell-based, 384-well; actives 1.1% (n = 86,000); AID 648, 2007; CellTiter-Glo luminescence, 72 h; active compounds read low; viability, % at 10 µM (by protocol);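 active = viability at or below 30%; inactive = viability above 30%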;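 also: 100% = median luminescence of DMSO-only cell control wells on each plate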
CYP2C19 inhib: blockers of cytochrome P450 2C19 activity – biochemical, luminescence, ADME assay, primary screen; actives 21% (n = 96,000); inhibition, % at 5 µM; CYP2C19 Supersomes, luciferin-H EGE luminescence, 30 min; AID 778, 2007; P33261;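 active = CYP2C19 inhibition above a set limit at 5 µM in the primary screen, cut at about 50% in these data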;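 also: plate controls were negative control wells for no effect and 2.5 mM tranylcypromine positive control for full effect; values of inactives mirror those of a sister screen read the other way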
* marks the source's active call; other numbers are inactive results; . = no result given; [ ] = dose if it differs, or a comment.

Order of values: H69AR inhibit	ERa coact pot	CYP2C19 act	Fibroblast inh	Mac1 fbg inh	CD11b adhes enh	ERa SRC1 inh	HUVEC inhibit	CYP2C19 inhib
- Cc1cc(Cl)c(OCCCSc2nc(C)cc(=O)[nH]2)c(Br)c1
 : 93.3	100.8	0.9	95.8	-3.8	0.9	1.2	94.2	8.9
- CCOC(=O)c1sc(NC(=O)c2ccccc2)cc1C
 : .	.	0.8	.	-9.8	0.0	.	.	23.8
- CCCCCCOc1ccc(/C(N)=N/O)cc1
 : 35.3*	109.0	0.7	92.2	-4.0	4.1	2.3	79.7	28.5
- NC(=O)c1ccccc1NC(=O)CS(=O)(=O)Cc1ccccc1
 : 93.6	113.7	0.8	101.5	-14.7	-4.9	-1.8	100.5	22.9
- CC(C)Cn1c(N)c(C(=O)CSc2ccc3c(c2)OCCO3)c(=O)n(C)c1=O
 : 88.2	74.0	0.8	83.9	.	.	3.7[fluorescence artefact?]	80.2	23.6
- CCOC(=O)c1sc(NC(=O)C(CC)Sc2nnc3c4ccccc4n(C(C)C)c3n2)nc1C (stereo not drawn)
 : .	.	0.6	.	3.6	34.9	.	.	35.2
- COc1cccc(CNc2nc3nc(C)cc(=O)n3[nH]2)c1
 : .	.	1.1	.	1.2	0.7	.	.	-7.0
- CCOC(=O)c1c(C)n(C)c2c(C)cc(O)c(OC(C)=O)c12
 : 61.8	110.6[fluorescence artefact?]	1.1	92.5	0.6	-1.1	-1.6	91.6	-11.5
- Cn1c(=O)c(=O)n(C)c2cc(S(=O)(=O)N3CCOCC3)ccc21
 : 100.8	100.0[fluorescence artefact?]	0.9	97.3	-6.2	-1.4	0.3	88.4	12.0
- CCOC(=O)c1cnc(SCC)[nH]c1=O
 : .	.	1.1	.	-19.3	-1.4	.	.	-10.0
- CCC1CCCCN1C(=O)CSc1nc(N)c(NC(=O)c2ccco2)c(=O)[nH]1 (stereo not drawn)
 : 92.8	89.7	1.2	105.2	6.6	0.1	-4.3	106.6	-15.3
- O=C(NCc1ccc(F)cc1)C1CCN(C(=O)NCc2ccccc2)CC1
 : 98.8	88.5	1.1	97.3	.	.	-6.7	95.2	-7.9
- CCOc1ccccc1C(=O)OCC(=O)Nc1ccc(N2CCCCC2)cc1
 : .	.	1	.	14.4	-1.4	.	.	2.6
- COc1ccccc1NC(=O)CN(Cc1ccco1)C(=O)c1ccc(-n2nc(C)cc2C)cc1
 : 88.4	87.8[fluorescence artefact?]	0.9	.	1.2	-2.8	6.6	97.4	11.1
- CC(c1ccccc1)N1CC(C(=O)N2CCN(c3ccc(F)cc3)CC2)CC1=O (stereo not drawn)
 : 98.6	102.1[fluorescence artefact?]	1.1	97.1	0.0	16.5	-13.5	110.5	-5.2

(next part)
Order of values: H69AR inhibit	ERa coact pot	CYP2C19 act	Fibroblast inh	Mac1 fbg inh	CD11b adhes enh	ERa SRC1 inh	HUVEC inhibit	CYP2C19 inhib
- C/[N+]([O-])=C\c1coc2ccccc2c1=O
 : 100.6	113.1[fluorescence artefact?]	0.8	103.6	-25.8	0.8	2.8[fluorescence artefact?]	98.1	21.0
- Cc1ccc2cc(/C=C3\N=C(c4ccccc4)OC3=O)c(N3CCOCC3)nc2c1
 : .	.	1.1	.	-3.6	9.3	.	.	-9.8
- COc1ccc(/C=C(/NC(=O)c2ccccc2)c2nc3ccccc3[nH]2)cc1OC
 : .	.	0.8	.	15.4	-2.4	.	.	17.0
- O=c1c2ccccc2[nH]c(=S)n1CC1CCCO1 (stereo not drawn)
 : 92.1	109.4	.	97.6	.	.	-5.1	90.0	.
- c1ccc(N2CCN(c3nc(NCc4ccco4)c4ccccc4n3)CC2)cc1
 : .	.	0	.	32.0	-6.0	.	.	96.0*
- COCCn1nnnc1C(c1cccc(C#N)c1)N1CCCCCC1 (stereo not drawn)
 : 80.8	108.5	0.3	98.1	1.0	-1.4	-2.6	96.7	68.5*
- CCCCN(C)C(=O)c1cc2cc3ccc(OC)cc3nc2s1
 : 59.5	105.9[fluorescence artefact?]	0.4	94.2	15.7	-4.5	4.0	86.7	56.4*
- Cc1nnc(NC(=O)c2ccc(S(=O)(=O)N(C)Cc3ccccc3)cc2)o1
 : 24.1*	119.7	1.1	97.3	-10.0	-3.9	6.1	84.7	-11.1
- Cc1ccc(-n2ccnc2SCC(=O)O)c(C)c1
 : 82.7	99.1	0.9	108.1	1.2	2.7	-6.8	100.0	5.7
- N#C/C(=C1/CCCCCN1)c1nc2ccccc2[nH]1
 : 80.4	95.0	0.8	102.8	7.3	0.7	6.3	97.9	16.1
- CCOCC(=O)Nc1c(C(=O)Nc2ccccc2OC)oc2ccccc12
 : .	.	1.1	.	4.9	-1.8	.	.	-14.3
- CC(C)(C)c1nc(CN2CCOCC2)cc(CN2CCOCC2)c1O
 : 98.9	102.1	0.9	97.8	-3.0	-2.5	-6.6	93.0	11.5
- COc1cccc(OC)c1C(=O)N1CCN(Cc2ccncc2)CC1
 : 91.0	130.5	0.2	98.6	9.9	-1.3	-10.2	99.2	78.3*
- Cc1nnc(OC(C)C)c2nn(-c3ccccc3F)c(C)c12
 : .	.	0.5	.	-5.7	0.5	.	.	51.0*
- COc1cc(C(=S)N2CCCC2)cc(Cl)c1O
 : 101.2	116.8[fluorescence artefact?]	0.9	100.6	22.5	-0.3	-5.1	94.6	10.1

Further records.
Order of values: H69AR inhibit	ERa coact pot	CYP2C19 act	Fibroblast inh	Mac1 fbg inh	CD11b adhes enh	ERa SRC1 inh	HUVEC inhibit	CYP2C19 inhib
- O=C(CCn1ccc2ccccc21)NC1CCCc2ccccc21 (stereo not drawn)
 : 76.1	113.3	0.1	93.1	2.3	-0.9	16.0	82.4	93.1*
- CCOC(=O)C1CCN(C(=O)CC(C)c2ccccc2)CC1 (stereo not drawn)
 : 104.2	106.1	0.8	104.2	3.4	3.8	6.0[fluorescence artefact?]	105.1	18.9
- COc1nc(OC)nc(N2CCC(C(=O)NC3CCCCCC3)CC2)n1
 : 92.9	101.8	1	105.5	10.2	6.9	-2.6	99.6	4.2
- O=C(CCNC(=O)c1ccco1)NCc1ccccc1
 : 103.3	120.0	1	101.1	-57.6	-0.6	0.4	87.4	3.4
- Cc1cc(NC(=O)CSC2=Nc3ccccc3C3=NC(Cc4ccccc4)C(=O)N23)n[nH]1 (stereo not drawn)
 : 95.2	104.1	0.9	89.9	-15.3	2.2	-3.5	92.5	7.1
- CC(C)(C)C1CCc2onc(C(=O)N3CCOCC3)c2C1 (stereo not drawn)
 : 103.6	90.3	0.8	115.3	-5.9	-5.8	8.7[fluorescence artefact?]	102.8	15.7
- COc1nc(-c2ccc(Cl)cc2)ccc1-c1noc(-c2ccncc2)n1
 : 98.9	369.4*[fluorescence artefact?]	.	100.6	.	.	64.7*[fluorescence artefact?]	89.6	.
- Cc1cccc(OCCn2c(S(=O)(=O)O)nc3ccccc32)c1
 : 93.1	89.6	0.9	107.5	5.6	4.4	-3.3	97.5	10.7
- O=c1oc2ccccc2c(O)c1/C=N/c1ccccn1
 : 65.1	90.3[fluorescence artefact?]	0.9	92.5	-3.2	3.1	-5.0	80.7	5.0
- COc1ccccc1Cn1c(=S)[nH]c2cc(C(=O)N3CCN(C)CC3)ccc2c1=O
 : 44.5	127.2	1.1	101.6	.	.	5.9[fluorescence artefact?]	78.8	-10.4
- CCCc1nc2n[nH]c(N)c2c2c1CCCC2
 : 94.8	104.6	1	103.6	2.2	4.9	3.3[fluorescence artefact?]	98.3	-2.9
- CCOc1cc(CN2CCN(C(=O)c3ccco3)CC2)ccc1OC
 : 85.9	101.9	1	99.0	.	.	-17.0	94.4	2.8
- Cc1noc(/C=C/c2ccco2)c1S(=O)(=O)N1CCC(C(=O)NC(C)c2ccccc2)CC1 (stereo not drawn)
 : 12.8*	113.0	0.9	95.5	-4.5	14.9	2.0[fluorescence artefact?]	85.8	7.1
- CCOC(=O)c1c(NC(=O)COc2ncnc3sccc23)sc2c1CCC2
 : 54.7	134.0	1	80.6	8.1	4.9	10.0	19.9*	0.2
- C/C(=N\O)c1ccc2c3ccccc3n(C)c2c1
 : 94.9	105.1	0.7	95.5	-1.5	-5.2	-17.2	24.4*	34.2

Copied from the list.
O=C(CCNC(=O)c1ccco1)NCc1ccccc1 @ ERa coact pot = 120.0
COc1nc(-c2ccc(Cl)cc2)ccc1-c1noc(-c2ccncc2)n1 @ Fibroblast inh = 100.6
COc1nc(OC)nc(N2CCC(C(=O)NC3CCCCCC3)CC2)n1 @ CYP2C19 act = 1

More compounds follow:
Order of values: H69AR inhibit	ERa coact pot	CYP2C19 act	Fibroblast inh	Mac1 fbg inh	CD11b adhes enh	ERa SRC1 inh	HUVEC inhibit	CYP2C19 inhib
- COC(=O)CCC(=O)Nc1ccccc1C(=O)Nc1ccccc1
 : 108.1	109.4	1.1	103.4	.	.	-9.2	107.4	-13.9
- CCn1c(SCC(=O)Nc2ccccc2N2CCOCC2)nnc1-c1ccccc1O
 : 82.5	118.8	0.8	103.2	4.5	-0.2	-7.5	93.2	16.8
- Cc1cc2nnc(SCC(=O)NCc3cccs3)n2c(N)n1
 : 90.2	116.3	1.3	97.2	-0.2	2.0	2.9	100.9	-25.4
- CC(Sc1nc2nn(-c3ccccc3)c(=O)c-2c2n1CCCCC2)C(N)=O (stereo not drawn)
 : 84.4	87.6	1.2	113.1	-1.3	-5.7	-3.0	103.1	-21.5
- COc1cccc(-n2c(SCC#N)nnc2-c2cnccn2)c1
 : 87.1	131.0	1.1	99.9	-3.9	-2.5	-1.8	89.1	-10.4
- Cn1c(=O)oc2cc(S(=O)(=O)N3CCCC(C(=O)N4CCc5ccccc5C4)C3)ccc21 (stereo not drawn)
 : 86.8	126.7	0.1	93.5	10.1	-2.1	-8.2	85.5	91.4*
- Cc1ccccc1NS(=O)(=O)c1cc(C(=O)NCCC2=CCCCC2)ccc1Cl
 : .	.	0.8	.	32.7	-3.2	.	.	24.4

A draw from above in order of molecular weight, ascending:
Order of values: H69AR inhibit	ERa coact pot	CYP2C19 act	Fibroblast inh	Mac1 fbg inh	CD11b adhes enh	ERa SRC1 inh	HUVEC inhibit	CYP2C19 inhib
- COC(=O)CCC(=O)Nc1ccccc1C(=O)Nc1ccccc1
 : 108.1	109.4	1.1	103.4	.	.	-9.2	107.4	-13.9
- Cc1cc2nnc(SCC(=O)NCc3cccs3)n2c(N)n1
 : 90.2	116.3	1.3	97.2	-0.2	2.0	2.9	100.9	-25.4
- Cn1c(=O)oc2cc(S(=O)(=O)N3CCCC(C(=O)N4CCc5ccccc5C4)C3)ccc21 (stereo not drawn)
 : 86.8	126.7	0.1	93.5	10.1	-2.1	-8.2	85.5	91.4*
